PTAP TSG101 blk – blocks PTAP/TSG101 interaction to inhibit HIV-1 budding; Q99816; Fluorescence polarization, FITC-PTAP peptide / Tsg101 binding; Potency, µM (top dose mostly 115 µM), inactives show top-dose activity change, negative = inhibition, most hits filed as inhibitors; 340,000 tested, under 10 active; AID 493005; active = well fitted inhibition curve with a large enough effect in the main read-out, with a control signal flat, not every such curve was filed as active; inconclusive = small, poorly fitted or top-dose-only effect, or effect the other way, or a change in a side signal; inactive = no such curve, though single readings can be large or run the other way; note: potency is the fitted concentration of half-maximal effect; % of control where 0% means no effect
Target sequence (Q99816 whole entry, looked up): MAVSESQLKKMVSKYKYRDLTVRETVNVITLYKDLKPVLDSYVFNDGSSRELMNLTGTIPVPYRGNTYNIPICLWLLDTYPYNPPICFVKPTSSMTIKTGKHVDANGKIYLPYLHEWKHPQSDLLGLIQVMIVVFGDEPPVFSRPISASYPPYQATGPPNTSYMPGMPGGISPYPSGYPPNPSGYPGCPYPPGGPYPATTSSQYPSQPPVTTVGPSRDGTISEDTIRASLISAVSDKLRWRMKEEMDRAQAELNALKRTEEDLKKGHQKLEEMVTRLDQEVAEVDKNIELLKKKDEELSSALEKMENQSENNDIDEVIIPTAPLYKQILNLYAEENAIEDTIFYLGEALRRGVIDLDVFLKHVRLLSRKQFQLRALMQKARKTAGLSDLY
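Compounds were pin-transferred onto Tsg101 binding domain (10 uM final) in HEPES pH 7.5 buffer, then FITC-PTAP peptide was added at 50 nM final. After 20 min at RT, polarization reported peptide displacement across a qHTS concentration series.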
TCR activator – activators of T cell receptors. 330,000 tested, under 10 active. primary human leukocytes, anti-CD3, IL-2 HTRF, 48 h. Potency, µM (top dose mostly 9.22 µM), for the others: at the top dose activation of IL-2 secretion, actives largely listed as activators; active = well fitted activation curve with a large enough effect; inconclusive = small, poorly fitted or top-dose-only effect, or another doubt; inactive = no such curve, though single readings can be large or run the other way; note: % of control where 0% means no effect
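HTRF read-out of IL-2 secretion: europium cryptate donor excited at 320nm, d2 acceptor emission at 665nm. Cells were primary human leukocytes incubated 48 hr with compounds and a-CD3 beads, supplying TCR signal only.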
uPA generation – blocks generation of uPA at the cell surface. cell surface uPA generation assay, qHTS. Potency, µM (top dose mostly 38.3 µM), for inactives: top-dose activity change, negative = inhibition, most hits filed as inhibitors. 330,000 compounds, 0.31% hits; active = well fitted inhibition curve with a large enough effect; inconclusive = small, poorly fitted or top-dose-only effect; inactive = no such curve, though single readings can be large or run the other way; tested in mouse RAW 264.7 cells; note: potency is the fitted concentration of half-maximal effect; % is set by controls: 0 for no effect and ±100 for the full control effect; nearly all actives have a fitted effect of over 55% in size
Active calls of the source: *; ? = inconclusive. Not all compounds are listed; the hit share may differ from the screen's.

[1] O=C(Nc1ccc(S(=O)(=O)Nc2cnc3ccccc3n2)cc1)c1ccc(Cl)cc1Cl
[2] CCn1c(SCCN2CCCCC2)nc2c1c(=O)n(C)c(=O)n2C
[3] COCCNC(=O)c1cc(-c2ccccc2)nn1CC1CC(c2cccnc2)=NO1 (stereo not drawn)
[4] O=C(O)c1ccc(-c2noc(-c3cccc(F)c3)n2)cc1
[5] Cc1ccc(NS(=O)(=O)c2cccc(C(=O)NC3CCN(Cc4ccccc4)CC3)c2)cc1
[6] O=C(Nc1ccc2c(c1)Cc1ccccc1-2)c1ccccc1F
Assay by compound,1,2,3,4,5,6
PTAP TSG101 blk,-2%,-6%,-5%,-5%,-8%,-1%
TCR activator,-1%,-3%,-2%,3%,2%,9%
uPA generation,-2%,3%,7%,12%,-4%,-1%

[7] Oc1ccc2ccccc2c1CN1CC2CCC(CC2)C1
[8] COC(=O)c1cc2c(n(Cc3ccccc3)c1=O)CCCC2=O
[9] CNC(=O)c1c(O)c2cccc3c2n(c1=O)CC3
[10] Cc1ccccc1NC(=O)NCc1ccccn1
[11] CCCCn1c(N)c(N(CCOC)C(=O)CCNC(=O)NC23CC4CC(CC(C4)C2)C3)c(=O)[nH]c1=O
[12] CCCCN(C(=O)c1cc(S(=O)(=O)N2CCCCC2)ccc1Cl)c1c(N)n(CC(C)C)c(=O)[nH]c1=O
Assay by compound,7,8,9,10,11,12
PTAP TSG101 blk,-4%,-2%,-3%,-2%,-5%,-4%
TCR activator,2%,-2%,-1%,-5%,9%,1%
uPA generation,2%,-1%,10%,-2%,-10%,2%

[13] O=c1cc(-c2ccccc2O)nc(-c2ccccc2)[nH]1
[14] CC(C)NC(=O)C1(N2C(=O)c3ccccc3C2=O)CCCC1
[15] O=C(c1cccc(Cl)c1)N1CCC2CC1c1cc(-c3ccccc3)ccc12 (stereo not drawn)
[16] COc1ccc([C@H]2/C=C\CN(C(=O)C3CC3)[C@@H](C)C(=O)N2Cc2ccc(F)cc2)cc1
[17] Nc1ncc(C(=O)O)c(-c2ccccc2)n1
[18] COc1ccc(OC(=O)COc2ccccc2C)cc1
Assay by compound,13,14,15,16,17,18
PTAP TSG101 blk,1%,2%,0%,-11%,-1%,2%
TCR activator,0%,-3%,-2%,3%,8%,1%
uPA generation,2%,-7%,23%,-5%,4%,?

[19] CC(CN1CCN(CC(C)C(=O)c2ccccc2)CC1)C(=O)c1ccccc1 (stereo not drawn)
[20] O=C(NC1=NCCS1)c1ccccc1Br
[21] Cc1ccc(Cc2ccccc2C(=O)O)cc1
[22] CCOC(=O)C1=NNC(C(=O)c2ccccc2)C1c1ccc(OC)cc1 (stereo not drawn)
[23] CC12CC3CC1C(C(=O)O2)C3C(=O)O (stereo not drawn)
[24] O=[N+]([O-])c1ccc(CC(Cl)c2ccccn2)cc1 (stereo not drawn)
Assay by compound,19,20,21,22,23,24
PTAP TSG101 blk,0%,-1%,0%,1%,-2%,-1%
TCR activator,-7%,1%,6%,7%,6%,1%
uPA generation,0%,1%,5%,4%,-7%,-6%

[25] O=C(NCCNC(=O)c1ccc(F)cc1)c1ccc(F)cc1
[26] O=C(CNCc1ccc(Cl)cc1)Nc1cc(S(=O)(=O)N2CCCC2)ccc1Cl
[27] COc1ccc(CCN(C)C(=O)c2ccc(S(=O)(=O)Nc3ccccc3F)cc2)cc1OC
[28] O=C(Oc1cccc2c(O)cccc12)c1ccccc1Cl
[29] CCCCC1=CC2=CC(=O)C(C)(OC(=O)CC)C(=O)C2=CN1c1cccc(C#N)c1 (stereo not drawn)
[30] COC(=O)c1sc2ccc(C)cc2c1C(=O)OC
Assay by compound,25,26,27,28,29,30
PTAP TSG101 blk,0%,0%,-2%,0%,-3%,3%
TCR activator,-1%,2%,4%,-2%,2%,7%
uPA generation,-6%,0%,1%,-3%,13%,-3%

Three compounds already listed, ordered by length of the SMILES, rising:
[30] COC(=O)c1sc2ccc(C)cc2c1C(=O)OC
[26] O=C(CNCc1ccc(Cl)cc1)Nc1cc(S(=O)(=O)N2CCCC2)ccc1Cl
[27] COc1ccc(CCN(C)C(=O)c2ccc(S(=O)(=O)Nc3ccccc3F)cc2)cc1OC
Assay by compound,30,26,27
PTAP TSG101 blk,3%,0%,-2%
TCR activator,7%,2%,4%
uPA generation,-3%,0%,1%

Continued.
[31] CC(=O)Nc1ccc2c(c1)C(=O)c1ccc(Cl)cc1-2
[32] COC(=O)C1=C(CCc2ccccc2)NC(=O)NC1c1ccc([N+](=O)[O-])cc1 (stereo not drawn)
[33] CCC(=NN=C(CC)c1ccccc1O)c1ccccc1O
[34] CC(C)O/C(=N/S(=O)(=O)c1ccc(Cl)cc1)c1ccccc1
[35] CCOC(=O)[C@H]1[C@H]2COc3ccc(Br)cc3[C@H]2N2C(=O)CN(Cc3ccc(Cl)cc3)C(=O)[C@@]12C
[36] Cc1cccc2nc3ccccc3cc12
Assay by compound,31,32,33,34,35,36
PTAP TSG101 blk,1%,-1%,-1%,-4%,0%,1%
TCR activator,1%,8%,-7%,1%,-4%,-5%
uPA generation,-5%,3%,6%,4%,-20%,6%

Reprinted from the results shown for reference:
[33] CCC(=NN=C(CC)c1ccccc1O)c1ccccc1O
[34] CC(C)O/C(=N/S(=O)(=O)c1ccc(Cl)cc1)c1ccccc1
[35] CCOC(=O)[C@H]1[C@H]2COc3ccc(Br)cc3[C@H]2N2C(=O)CN(Cc3ccc(Cl)cc3)C(=O)[C@@]12C
[36] Cc1cccc2nc3ccccc3cc12
Assay by compound,33,34,35,36
PTAP TSG101 blk,-1%,-4%,0%,1%
TCR activator,-7%,1%,-4%,-5%
uPA generation,6%,4%,-20%,6%

Remaining list, next part:
[37] CC(C)(C)OC(=O)N(CCc1ccccc1)Cc1ccccc1OCc1cccc(NC(=O)C2CC2)c1
[38] C#CCOCCOCCOCCNc1nc(N2CCN(C(=O)Cn3cc(CCCCN)nn3)CC2)nc(N2CCN(C(=O)[C@H](C)n3cc(CCC(=O)O)nn3)CC2)n1
[39] CCOc1cc(/C=C2\N=C(C)OC2=O)cc(Cl)c1OCC(=O)OC
[40] O=C(Nc1ccc2c(c1)C(=O)c1ccccc1-2)c1ccccc1
[41] COc1ccc(CCNC(=O)c2ccc(NC(=O)CC3SC(N4CCCCC4)=NC3=O)cc2)cc1OC (stereo not drawn)
[42] O=C(Nc1ccc(C(=O)N2CCOCC2)cc1)C1CC1
Assay by compound,37,38,39,40,41,42
PTAP TSG101 blk,-4%,-2%,-4%,1%,-6%,-2%
TCR activator,-3%,-1%,3%,2%,7%,-1%
uPA generation,-16%,5%,-2%,-1%,2%,-9%

[43] Cc1ccc(C(=O)Nc2ccc(Nc3ccccc3)cc2)cc1C
[44] Nc1ccc(CCNc2ncnc3c2ncn3[C@@H]2O[C@H](CO)[C@@H](O)[C@H]2O)cc1
[45] O=[N+]([O-])c1ccc2cc[nH]c2c1
[46] COc1cccc(C(=O)COC(=O)c2ccc(NC(=O)c3ccccc3)cc2)c1
[47] CCOc1ccc(CCNC(=O)c2cc(-c3ccccc3)c(N3CCOCC3)s2)cc1
[48] CC1(C)NC(=S)NC1=S
Assay by compound,43,44,45,46,47,48
PTAP TSG101 blk,-5%,-5%,-1%,-2%,-5%,1%
TCR activator,4%,2%,1%,1%,3%,1%
uPA generation,-5%,-4%,0%,5%,1%,-1%

[49] C#CC1(O)CCC2C3CCc4cc(O)cc(C)c4C3CCC21C (stereo not drawn)
[50] CCCCN1C(=O)NC(c2cccc([N+](=O)[O-])c2)C(C(=O)OCC)=C1C (stereo not drawn)
[51] CN1CCN(c2c([N+](=O)[O-])cnc3ccccc23)CC1
[52] N#Cc1c(N)nc(SC2CCCCC2=O)c(C#N)c1-c1ccco1 (stereo not drawn)
[53] CCOC(=O)C(=Cc1ccc2c(c1)OCO2)c1ccccc1
[54] C=C(C)C(=O)N1CCN(C(=O)C(=C)C)c2ccccc21
Assay by compound,49,50,51,52,53,54
PTAP TSG101 blk,-2%,-1%,-3%,-4%,-5%,0%
TCR activator,11%,4%,-2%,0%,-4%,-2%
uPA generation,12%,-1%,-11%,-7%,3%,5%

[55] CCn1cc(C(=O)Nc2ccccc2C(=O)OC)cn1
[56] CCN(c1ccccc1)S(=O)(=O)c1ccc(Cl)c(NC(=O)CN(C)Cc2cccc(F)c2)c1
[57] COc1ccc(C2COc3cc(O)ccc3C2)c(OC)c1O (stereo not drawn)
[58] CN1CCN(C(c2ccc(F)cc2)c2ccc3cccnc3c2O)CC1 (stereo not drawn)
[59] CCC1CCC/C1=N\NC(=O)c1ccccc1C (stereo not drawn)
[60] CC(C)(O)c1ccccc1CC[C@@H](SCC1(CC(=O)O)CC1)c1cccc(/C=C/c2ccc3ccc(Cl)cc3n2)c1
Assay by compound,55,56,57,58,59,60
PTAP TSG101 blk,-4%,0%,-3%,0%,-1%,-2%
TCR activator,9%,-9%,0%,7%,5%,-4%
uPA generation,-4%,-8%,?,19%,-4%,11%

The last 4 entries of the part above come first, to join the parts.
[57] COc1ccc(C2COc3cc(O)ccc3C2)c(OC)c1O (stereo not drawn)
[58] CN1CCN(C(c2ccc(F)cc2)c2ccc3cccnc3c2O)CC1 (stereo not drawn)
[59] CCC1CCC/C1=N\NC(=O)c1ccccc1C (stereo not drawn)
[60] CC(C)(O)c1ccccc1CC[C@@H](SCC1(CC(=O)O)CC1)c1cccc(/C=C/c2ccc3ccc(Cl)cc3n2)c1
[61] CCN(CC(=O)Nc1c(F)cccc1F)C(=O)c1ccc(=O)n(C)n1
[62] O=C(NCCCN1CCOCC1)C1Nc2ccc(OC(F)(F)F)cc2C2C=CCC12 (stereo not drawn)
[63] Cc1ccc(S(=O)(=O)CCC(=O)OCc2nnc(-c3ccc([N+](=O)[O-])cc3)o2)cc1
[64] C(/C=C/c1ccccn1)=C\c1ccccc1
[65] O=C(Nc1cccc(C(=O)N2CCCCC2)c1)C1CC1
[66] O=[N+]([O-])c1ccccc1C=NN1CCCCCC1
Assay by compound,57,58,59,60,61,62,63,64,65,66
PTAP TSG101 blk,-3%,0%,-1%,-2%,-3%,0%,-1%,-8%,-10%,0%
TCR activator,0%,7%,5%,-4%,-1%,2%,0%,10%,1%,5%
uPA generation,?,19%,-4%,11%,15%,-13%,13%,?,13%,0%

[67] COC(=O)c1sc(NC(=O)c2cnccn2)c(C(=O)OC)c1C
[68] COc1oc(C(=O)NC2CCCCC2)c(-c2ccc(Cl)cc2)c1S(=O)(=O)c1ccccc1
[69] CC(=O)OC1CCC2(C)C(CCC3C2CC(=NO)C2(C)C(C(C)OC(C)=O)CCC32)C1 (stereo not drawn)
[70] C[C@@H]1CN(S(=O)C(C)(C)C)[C@@H](CCO)/C1=C\CCO (stereo partly drawn)
[71] OCC1OC(O)CC(O)C1O (stereo not drawn)
[72] CCOC(=O)C1=C(COC(=O)c2ccc(Br)c(S(=O)(=O)N3CCOCC3)c2)NC(=O)NC1C (stereo not drawn)
Assay by compound,67,68,69,70,71,72
PTAP TSG101 blk,-2%,-5%,-4%,1%,0%,-6%
TCR activator,12%,-1%,-3%,-2%,6%,4%
uPA generation,3%,-4%,-2%,12%,9%,-16%

[73] O=C1NN=C(c2ccccc2)C1Cc1ccccc1 (stereo not drawn)
[74] CN(c1ccccc1)S(=O)(=O)CS(=O)(=O)N(C)c1ccccc1
[75] O=C(O)C[C@H]1c2cc(C(F)(F)F)ccc2S(=O)(=O)N1Cc1ccccc1
[76] NC(N)=NN=C(c1ccc(F)cc1)c1ccc(C(F)(F)F)cc1
[77] COc1cc2c(cc1OC)C(c1ccc(Br)cc1)NCC2 (stereo not drawn)
[78] Clc1nc(-c2ccccc2)ncc1Oc1ccccc1
Assay by compound,73,74,75,76,77,78
PTAP TSG101 blk,-2%,0%,-3%,0%,-5%,2%
TCR activator,0%,-4%,6%,6%,-3%,-4%
uPA generation,5%,5%,1%,-13%,2%,13%

[79] O=C(CN1CCOCC1)Nc1cccc(C(F)(F)F)c1
[80] COc1cc(-c2nnc(-c3cc(-c4ccccc4)nc4ccccc34)o2)cc(OC)c1OC
[81] Nc1ncnc2c(C3OC(CO)C(O)C3O)scc12 (stereo not drawn)
[82] Cc1cc(C)c(OCCOCCN2CCCC2)c(C)c1
[83] c1ccc(CCCCc2ccccn2)cc1
Assay by compound,79,80,81,82,83
PTAP TSG101 blk,-2%,-1%,-1%,-1%,-6%
TCR activator,-1%,-7%,-2%,0%,3%
uPA generation,1%,17%,-9%,5%,0%

Bioassay records as filed in PubChem BioAssay.
